# Compound activity deposited in PubChem BioAssay by National Center for Advancing Translational Sciences (NCATS).
# BLM helicase inh – qHTS Assay for Inhibitors of Bloom's syndrome helicase (BLM); RecQ-like DNA helicase BLM (Homo sapiens), P54132; recombinant BLM DNA unwinding, fluorescence dequenching; Potency, µM (titrated, usually from 56.1 µM), for the others: at the highest dose activity change, negative = inhibition, usual class: inhibitors; 350,000 compounds, 0.2% hits; AID 2528, 2010;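 also: potency is read from the fitted curve at half-maximal effect; plate controls were vehicle for no effect and no enzyme for full effect; nearly all actives have a fitted effect of over 35% in size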
# RXFP1 antagonist – qHTS Assay for Antagonists of the Relaxin Receptor RXFP1. activity change, negative = inhibition, % at 57.5 µM. 350,000 compounds, 0.59% hits. HEK293-RXFP1, relaxin-stimulated cAMP HTRF, 30 min; active compounds read low. Relaxin receptor 1 (Homo sapiens), Q9HBX9;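 active = activity change of -60% or lower, but not beyond a set lower limit; inconclusive = change between -60% and -40%, or beyond the set limit; inactive = change above -40%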; also: % is scaled to controls: 0 for no effect and ±100 for the full control effect
# Pol eta inh – qHTS for Inhibitors of Polymerase Eta; recombinant Pol eta, fluorescent DNA replication assay; Potency, µM (top dose mostly 114 µM), inactives show top-dose activity change, negative = inhibition, most hits filed as inhibitors; 390,000 compounds, 1.2% hits; AID 588591, 2011; also: potency is read from the fitted curve at half-maximal effect; % is scaled to controls: 0 for no effect and ±100 for the full control effect
# Target sequence (Q9Y253 whole entry, looked up): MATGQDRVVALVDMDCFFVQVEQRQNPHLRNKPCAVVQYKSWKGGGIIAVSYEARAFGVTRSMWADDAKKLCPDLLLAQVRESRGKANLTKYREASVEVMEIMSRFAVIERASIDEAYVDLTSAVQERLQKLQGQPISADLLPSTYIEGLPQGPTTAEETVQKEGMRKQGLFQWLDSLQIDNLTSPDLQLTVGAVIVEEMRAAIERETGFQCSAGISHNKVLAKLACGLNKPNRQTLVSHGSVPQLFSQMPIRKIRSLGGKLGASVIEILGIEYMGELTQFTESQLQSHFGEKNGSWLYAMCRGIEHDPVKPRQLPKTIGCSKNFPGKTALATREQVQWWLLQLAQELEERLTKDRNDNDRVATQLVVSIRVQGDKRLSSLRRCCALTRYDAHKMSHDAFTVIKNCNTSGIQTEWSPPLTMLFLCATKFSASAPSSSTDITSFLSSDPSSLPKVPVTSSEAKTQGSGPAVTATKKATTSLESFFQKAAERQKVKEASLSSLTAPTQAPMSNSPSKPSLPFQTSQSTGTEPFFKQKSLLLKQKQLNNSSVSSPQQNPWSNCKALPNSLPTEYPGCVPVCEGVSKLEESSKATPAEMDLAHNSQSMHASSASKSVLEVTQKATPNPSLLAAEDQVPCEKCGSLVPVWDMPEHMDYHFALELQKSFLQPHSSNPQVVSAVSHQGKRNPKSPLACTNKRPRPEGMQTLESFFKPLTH
#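 Pol eta (10 nM) was preincubated with compounds for 15 min at room temperature, after which fluorescent replication substrate (50 nM final) was added to start the reaction. Fluorescence was read kinetically at 0 and 10 min.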
# POLK inh – qHTS for Inhibitors of Polymerase Kappa. DNA polymerase kappa (Homo sapiens), Q9UBT6. purified Pol kappa, fluorescent DNA synthesis assay, 10 min. Potency, µM (series often up to 107 µM), inactives show at the top dose activity, negative = inhibition, hits mostly inhibitors. 400,000 compounds, 0.53% hits; also: potency is read from the fitted curve at half-maximal effect; % is scaled to controls: 0 for no effect and ±100 for the full control effect
#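 Kinetic fluorescence readout at 0 and 10 min followed reaction start with substrate at 50 nM final. Beforehand, enzyme (10 nM Pol kappa) stood 15 min with compound at room temperature; buffer-only wells were negative controls.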
# POLI inh – qHTS for Inhibitors of Polymerase Iota; DNA polymerase iota (Homo sapiens), Q9UNA4; Pol iota fluorescent replication assay, 10 min; Potency, µM (doses to about 115 µM), for inactives: at the top dose activity, negative = inhibition, actives largely listed as inhibitors; 390,000 compounds, 1% hits; also: potency is read from the fitted curve at half-maximal effect
#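 Fluorescent replication assay read twice, at 0 min and 10 min after adding 50 nM (final) substrate. Enzyme (10 nM) and compounds were first incubated 15 min at room temperature; enzyme-free buffer wells were negative controls.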
# Anesthetic bind – qHTS Assay for Identification of Novel General Anesthetics | apoferritin/1-aminoanthracene competitive binding, fluorescence | Potency, µM (highest dose often 77.5 µM), for inactives: at the highest dose activity change, negative = displacement, hits mostly inhibitors | 350,000 compounds, 0.074% hits | AID 485281, 2010; also: potency is read from the fitted curve at half-maximal effect; % is scaled to controls: 0 for no effect and ±100 for the full control effect; nearly all actives have a fitted effect of over 20% in size
#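 In PBS, apoferritin at 10 uM is loaded with 1-AMA from a 50% saturated solution. After 10 min of compound exposure at ambient temperature, reduced 535 nm fluorescence indicates probe displacement.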
# APEX1 inh – qHTS Assay for Inhibitors of the Human Apurinic/apyrimidinic Endonuclease 1 (APE1); DNA repair nuclease/redox regulator APEX1 (Homo sapiens), P27695; Potency, µM (top dose mostly 65.8 µM), for the others: at the top dose activity change, negative = inhibition, hits mostly inhibitors; recombinant APE1, TAMRA/BHQ-2 abasic DNA cleavage fluorescence; 350,000 compounds, 0.35% hits;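 also: potency is read from the fitted curve at half-maximal effect; plate controls were vehicle for no effect and reference inhibitor for full effect; nearly all actives have a fitted effect of over 55% in size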
# Target sequence (P27695 whole entry, looked up): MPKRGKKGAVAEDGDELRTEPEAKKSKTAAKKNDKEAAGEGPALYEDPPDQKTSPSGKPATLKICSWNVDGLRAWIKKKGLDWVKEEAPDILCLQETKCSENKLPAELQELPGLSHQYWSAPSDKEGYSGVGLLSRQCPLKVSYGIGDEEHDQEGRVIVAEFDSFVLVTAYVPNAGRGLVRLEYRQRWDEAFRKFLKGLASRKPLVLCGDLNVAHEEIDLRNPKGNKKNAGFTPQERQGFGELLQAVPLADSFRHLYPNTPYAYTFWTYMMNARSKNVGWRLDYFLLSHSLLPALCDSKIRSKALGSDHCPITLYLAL
#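 Enzyme (0.75 nM final) and test compound are incubated 15 min at room temperature before adding 50 nM quenched THF abasic-site duplex. Cleavage dequenches TAMRA, followed at 525/598 nm over three reads one minute apart.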
# PGK inhibitor – qHTS Assay to Find Inhibitors of Phosphoglycerate Kinase; PGK/GAPDH coupled, Kinase-Glo luminescence, 60 min; 380,000 compounds, 0.043% hits; Potency, µM (series often up to 57.5 µM), without a hit: at the top dose activity change, negative = inhibition, hits mostly inhibitors; Phosphoglycerate kinase, glycosomal (Trypanosoma brucei brucei), P07378; also: potency is read from the fitted curve at half-maximal effect; % is scaled to controls: 0 for no effect and ±100 for the full control effect; nearly all actives have a fitted effect of over 60% in size
#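 Recombinant glycosomal PGK reaction used 1,3-bisphosphoglycerate generated in-well by GAPDH (100nM final) in 100mM TEA pH 7.6, 5mM MgCl2, 0.01% Tween-20. After 60 minutes at room temperature, ATP was read by Kinase-Glo Plus luminescence end-point.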
# Pol beta inh – qHTS Assay for Inhibitors of DNA Polymerase Beta; Pol beta primer extension/strand displacement, fluorescence kinetic; Potency, µM (series often up to 114 µM), without a hit: at the top dose activity change, negative = inhibition, hits mostly inhibitors; 340,000 compounds, 1.3% hits; AID 485314, 2010; also: potency is read from the fitted curve at half-maximal effect; % is scaled to controls: 0 for no effect and ±100 for the full control effect
#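 Kinetic readout of DNA synthesis with strand displacement by Pol beta. Compound and 10 nM enzyme sit 15 min at room temperature; 50 nM substrate starts the reaction, read immediately and at 10 min.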
# Numbers without * were called inactive; i = inactive; ? = inconclusive; / = no result given; & = joins results of further samples; [ ] = remark or other dose. Unless noted, calls follow the shape of the dose curve; as a rule, active = well fitted curve in the direction sought with a large enough effect; inconclusive = small, poorly fitted or top-dose-only effect, or another doubt; inactive = no such curve, though single readings can be large; an effect the other way counts as inactive or inconclusive. An excerpt; the hit share may differ from the screen's.
SMILES,BLM helicase inh,RXFP1 antagonist,Pol eta inh,POLK inh,POLI inh,Anesthetic bind,APEX1 inh,PGK inhibitor,Pol beta inh
COc1ccc(C(=NNc2ccccc2C(=O)O)c2ccc(OC)cc2)cc1,-8%,-4,-14%,-11%,63%[activator],-1%,-9%,-3%,-28%
COc1ccc(OC)c(NC(=O)NNC(=O)COc2ccc(-c3ccccc3)cc2)c1,-3%,-14,-17%,-5%,17%,-15%,8%,-6%,30%
CCc1cc(C(=O)Nc2nnc(C3CC3)s2)sc1C,/,-1,50µM*,-19%,?,/,9%,-10%,/
CCCc1cc2c(cc1NC(=O)c1ccc(C(C)(C)C)cc1)OCO2,-10%,-33,-20%,-2%,-7%,-14%,4%,-2%,-1%
O=C(Nc1ccccc1)N1CCN(C(=O)Nc2ccccc2)CC1,-2%,/,/,/,/,-2%,-4%,/,-1%
CCOc1ccc(CCNC(=O)Cn2ncn3nc(-c4ccc(OC)cc4)cc3c2=O)cc1OCC,-2%,-1,?,4%,47%[activator],-2%,-4%,i,10%
CN(C)c1ccc(C=NCCC2(c3ccccc3)CCOC(C)(C)C2)cc1 (stereo not drawn),-6%,8,-8%,-2%,74%[activator],?,5%,10%,2%
COc1cccc(CNC(=O)c2cc(-c3ccc(Cl)s3)nc3ccccc23)c1,-1%,9,-11%,-24%,10%,9%,/,8%,1%
CC1S/C(=N\N=C\c2cccc([N+](=O)[O-])c2)N(C(C)(C)C)C1=O (stereo not drawn),-12%,-6,-15%,-5%,55%[activator],67%[activator],14%,3%,22%
COc1cccc(CNC(=O)c2cc(C)nc3c2c(C)nn3-c2cccc(F)c2)c1,-2%,-9,-13%,-5%,1%,-4%,/,-7%,1%
CN(Cc1cccnc1)C(=O)CNC(=O)c1ccc(Cl)cc1Cl,-1%,1,-4%,-14%,129%[activator],-8%,-2%,-1%,3%
CCOC(=O)c1cn[nH]c1C(F)(F)F,0%,-16,-11%,-1%,3%,-11%,-4%,-5%,17%
COc1cc(C(=O)Nc2ccc(C)cn2)c([N+](=O)[O-])cc1OC,-1%,-17,5%,-14%,137%[activator],-6%,0%,-1%,23%
Cc1ccc(C)n1-c1ccc(-c2ccn[nH]2)cc1,-6%,-9,-12%,0%,86%[activator],-16%,-6%,-2%,22µM*
CCCCNC(=O)Nc1c(C(=O)OC)[nH]c2ccc(C)cc12,1%,-7,-1%,-7%,18%,-12%,4%,-4%,-10%
CC(=O)Nc1ccc(S(=O)(=O)NNC(=O)C2CCCCC2)cc1,1%,9,5%,-2%,17%,-9%,32%[activator],-7%,-28%
Cc1cc(C)[n+]2n1C(=O)C(c1ccccc1)=C2[O-],-2%&0%,10,-11%&-18%,4%&-1%,-13%&24%,-4%&-2%,14%&-3%,0%&-2%,13%&-22%
COc1ccc2cc(-c3nc(-c4ccc(N(C)C)cc4)no3)c(=O)oc2c1,-2%,4,3%,4%,21%,-2%,/,4%,7%
Cc1cccc(NC(=O)NC2(C)CCS(=O)(=O)C2)c1 (stereo not drawn),1%,-4,-9%,5%,41%[activator],-5%,54%,6%,23%
COCCNC(=O)C(c1ccco1)N(C(=O)Cn1nnc2ccccc21)c1ccccc1C (stereo not drawn),0%,1,-7%,-3%,?,-5%,5%,-5%,10%
COc1ccc(-c2cc3ccc(O)c(CN4CCC(C)CC4)c3oc2=O)cc1,-2%,3,-23%,-5%[60.1 µM],?,16%,/,-1%,24%
CCc1ccc(C2C(C(=O)Nc3ccccc3)=C(C)Nc3nc(SCC(=O)c4ccc(C)cc4)nn32)cc1 (stereo not drawn),1%,-1,4%,-9%[60.1 µM],14%,-3%,/,-2%,-2%
CCOC(=O)c1ccc(NC(=O)c2ccccc2[N+](=O)[O-])cc1,-6%,-3,-19%,0%,14%,-1%,-2%,-2%,8%
Cc1n[nH]c(=O)c2c(NC(=O)CSc3nc4ccccc4c(=O)n3C(C)C)oc(C)c12,-3%,2,-21%,-1%,27%,?,37%,1%,26%
COc1ccc(-c2csc(NC(=O)CSc3ncn[nH]3)n2)cc1OC,-6%,-18,-17%,-15%,65%[activator],-9%,-5%,-7%,-18%
SMILES,BLM helicase inh,RXFP1 antagonist,Pol eta inh,POLK inh,POLI inh,Anesthetic bind,APEX1 inh,PGK inhibitor,Pol beta inh
O=c1c(Cc2ccc(F)cc2)c(O)ccn1Cc1ccc(F)cc1,-11%,7,-4%,-8%,7%,-8%,-7%,-9%,-21%
O=C(Nc1cccc(F)c1)c1ccc2snnc2c1,-2%,/,-14%,-3%,27%,-10%,/,-10%,16%
O=C(NCCS(=O)(=O)N1CCN(c2cccc(Cl)c2)CC1)c1ccc2c(c1)OCO2,/,-7,-16%,-6%,13%,/,30%,8%,/
Cc1ccc(C(=O)Oc2cc(C)[nH]c(=O)c2[N+](=O)[O-])cc1,-10%,-12,-4%,5%,4%,0%,17%,-10%,-1%
CCCN1CCN(C(=O)Cn2c(-c3cccs3)cc3cc(F)ccc32)CC1,-7%,/,-20%,-7%,36%[activator],2%,/,-2%,4%
Cn1nnnc1SCCNCc1ccccc1OCc1ccccc1F,1%,/,-11%,?,?,-6%,/,10%,8%
O=C(CN(Cc1ccccc1)C(=O)CNS(=O)(=O)c1ccc(F)cc1)NCC1CCCO1 (stereo not drawn),-1%,3,-19%,-7%,48%[activator],-12%,32%,3%,?
O=C(Nc1ccc2c(c1)CCCN2C(=O)c1cccs1)c1ccccc1Cl,-3%,-7,-8%,-5%[60.1 µM],-7%,-9%,/,10%,37%
O=C(CNCc1cccs1)Nc1ccc(S(=O)(=O)N2CCCCC2)cc1,0%,7,-13%,-8%,-4%,?,-1%,-5%,0%
Cc1cccc(C(=O)NC(=S)Nc2cccc3nc(C)ccc23)c1,-13%,-10,?,-8%,32µM*,-23%,13%,1%,25µM*
CCc1ccc(N(C(=O)c2snc(C(N)=O)c2N)C(C(=O)NC2CCCC2)c2ccco2)cc1 (stereo not drawn),-13%,-7,8%,0%,0%,1%,9%,-6%,-1%
CC(C)(CO)CNC(=O)CC1C(=O)NCCN1CC(c1ccccc1)c1ccccc1 (stereo not drawn),-2%,-15,-16%,2%,-17%,-8%,4%,-8%,15%
CCOc1ccccc1N(C(=O)c1snc(C(N)=O)c1N)C(C(=O)NC1CCCC1)c1cccs1 (stereo not drawn),-9%,-8,-23%,-11%,31%[activator],1%,23%,-4%,-9%
COc1ccc(/C=C(\NC(=O)c2ccccc2)C(=O)NCCN2CCOCC2)cc1OC,-5%,-3,-9%,-18%,18%,3%,8%,i,-20%
CCOc1ccc(NC(=O)Cn2nnc(C(=O)NCc3ccc4c(c3)OCO4)c2N)cc1,-5%,4,-12%,-17%,5%,-9%,-15%,-2%,-15%
C/C(=N\N1CCN(Cc2ccc(C)cc2)CC1)c1ccco1,-10%,15,-4%,-9%,13%,-4%,9%,-6%,1%
O=C(NCc1ccc(Cl)cc1)c1cc(-c2ccc(F)cc2)on1,-1%,/,-19%,-3%,10%,-4%,/,i,-2%
S=C(NCc1cccs1)NCC1CCCO1 (stereo not drawn),0%,-5,-15%,1%,108%[activator],-2%,5%,-2%,0%
CN(C)c1ccc(N=Nc2ccccc2C(=O)OCC(=O)Nc2ccccc2C(F)(F)F)cc1,-11%,0,-5%,-11%,-2%,?,-6%,-14%,?
CC1CCCCN1C(=O)COC(=O)c1ccc2ccccc2n1 (stereo not drawn),/,-1,-15%,-10%,26%,/,-11%,3%,/
CSc1ccccc1NC(=O)COC(=O)Cc1cccs1,-7%,2,-21%,-13%,24%,-11%,-1%,-4%,21%
O=c1oc2ccccc2cc1-c1nnc(Nc2ccc(Cl)cc2Cl)s1,-12%,7,-15%,-13%,18%,-2%,/,-1%,2%
CCN1Cc2cc(OC)ccc2-c2ccccc2S1(=O)=O,/,/,-9%,8%,17%,/,-12%,i,/
Cc1ccc(S(=O)(=O)NCCC(=O)NCc2ccco2)cc1,1%,0,-23%,-20%,3%,-9%,1%,-9%,55%
CCc1nc2ccc(C(=O)NCc3ccc(OC)c(OC)c3)cc2nc1CC,1%,-13,-22%,1%[60.1 µM],8%,-8%,/,-6%,-27%
O=S(=O)(Nc1ccc2ccccc2n1)c1ccc2c(c1)CCO2,-14%,8,-12%,-7%,-5%,-6%,20%,-1%,27%
CC1=NN(c2ccccc2)C(=O)/C1=C/c1cccc(C)c1,-1%,-28,-12%,3%,?,2%,12%,i,12%
COc1cccc(NC(=O)Cn2nc(Cc3cccnc3)c3ccccc3c2=O)c1,3%,0,-15%,-9%,15%,-15%,-1%,-4%,7%
COC(=O)Nc1nc2ccc(C(=O)c3ccccc3)cc2[nH]1,-11%,7,/,-11%[60.1 µM],/,1%[29.3 µM],-4%,/,/
CCN(CC#CCC1(O)c2ccccc2-c2ccccc21)C(C)C,-12%,0,-3%,-9%,-21%[58.9 µM],-5%,1%,-9%,30%

# One compound at a time (already shown):
# Cc1n[nH]c(=O)c2c(NC(=O)CSc3nc4ccccc4c(=O)n3C(C)C)oc(C)c12 across the screens: BLM helicase inh = -3%; RXFP1 antagonist = 2; Pol eta inh = -21%; POLK inh = -1%; POLI inh = 27%; Anesthetic bind = ?; APEX1 inh = 37%; PGK inhibitor = 1%; Pol beta inh = 26%
# O=c1c(Cc2ccc(F)cc2)c(O)ccn1Cc1ccc(F)cc1 across the screens: BLM helicase inh = -11%; RXFP1 antagonist = 7; Pol eta inh = -4%; POLK inh = -8%; POLI inh = 7%; Anesthetic bind = -8%; APEX1 inh = -7%; PGK inhibitor = -9%; Pol beta inh = -21%
